GPR55 LPI antagonism = GPR55 antagonists blocking LPI-driven arrestin recruitment, primary screen, imaging, U2OS, beta-arrestin-GFP, LPI agonist (AID 2013). U2OS GPR55 beta-arrestin-GFP translocation imaging, LPI antagonism; higher % means a stronger effect. inhibition, % at 10 µM, or IC50 in µM where a hit was titrated. 0.13% of 290,000 active;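 active means spots per cell inhibited over 60%, with over 100 cells counted and total cytoplasm intensity under 500,000; inconclusive means wells with under 100 cells, flagged as likely toxic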;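 further: U2OS cells stably carrying GPR55 and arrestin-GFP stimulated by 5 µM LPI near EC80; imaged beta-arrestin-GFP aggregate spots per cell after agonist stimulation; plate controls were LPI-stimulated DMSO wells for no effect and DMSO wells without LPI for full effect; some results filed as inactive read as strong as hits; confirmed hits need IC50 under 10 µM and bright autofluorescent wells are also inconclusive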
LYP inhibition = inhibitors of LYP phosphatase, biochemical, fluorescence intensity, uHTS (AID 1779); recombinant LYP phosphatase, fluorescence intensity; higher % means a stronger effect; one-dose inhibition, % at 11.5 µM; IC50 in µM for titrated hits; 0.054% of 290,000 active; in the data active means inhibition above about 50%;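 further: plate controls were vehicle with enzyme for no effect and no enzyme for full effect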
NTR1 ag = agonists of NTR1, primary screen, imaging, U2OS cells, beta-arrestin-GFP, high content (AID 493036) | 0.17% of 330,000 active | P30989 | NTR1-U2OS beta-arrestin-GFP spot imaging, agonist mode | activation, % at 20 µM;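 active means activation at or above 40% of the spot to cytoplasm intensity ratio, with at least 20 cells analyzed; inconclusive means wells under 20 cells, flagged as cytotoxic or low count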;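 further: 0% = DMSO without peptide and 100% = 100 nM NTR1 peptide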
Target sequence (P30989 whole entry, looked up): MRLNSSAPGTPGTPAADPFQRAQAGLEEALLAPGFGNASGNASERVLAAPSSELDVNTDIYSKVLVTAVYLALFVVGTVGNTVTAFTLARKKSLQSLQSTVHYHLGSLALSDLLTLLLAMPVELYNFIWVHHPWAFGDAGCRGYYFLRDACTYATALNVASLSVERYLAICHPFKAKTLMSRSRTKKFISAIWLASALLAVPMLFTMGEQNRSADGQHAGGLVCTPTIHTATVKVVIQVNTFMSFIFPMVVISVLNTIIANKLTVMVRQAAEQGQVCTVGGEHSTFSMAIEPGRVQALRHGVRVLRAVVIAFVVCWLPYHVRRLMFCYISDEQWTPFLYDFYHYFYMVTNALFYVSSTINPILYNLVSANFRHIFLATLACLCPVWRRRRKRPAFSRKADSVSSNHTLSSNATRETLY
HIV fusion peptide = cell-free HIV fusion peptide-binding blockers – biochemical, uHTS, fluorescence dequenching, primary screen (AID 1986); 0.3% of 290,000 active; inhibition, % at 20 µM, or IC50 in µM where a hit was titrated; cell-free peptide binding, fluorescence dequenching, 30 min; higher % means a stronger effect; in the data active means inhibition mostly above about 52%, no sharp cut-off; inactive means mostly below about 76%; further: some results filed as inactive read as strong as hits
Rac1 GTP hydrolysis = MgcRacGAP GTPase-activating activity inhibitors, confirmation, biochemical, ADP Hunter fluorescence. inhibition, % at 30 µM; hits with a dose series show IC50 in µM. AID 624330. MgcRacGAP-stimulated Rac1 GTP hydrolysis, ADP Hunter fluorescence; higher % means a stronger effect; GST-tagged Rac1 F28L mutant substrate. 0.6% of 340,000 active;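 active means first-screen hits whose inhibition reached a set limit at any dose in the follow-up dose series; inconclusive means inhibition above the set first-screen limit but never retested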;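 further: fluorescence reports GDP produced by GAP-driven GTP hydrolysis; strong numbers were not always called active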
Myeloid diff MLP = promotes myeloid progenitor differentiation | ER-HoxA9 myeloid progenitors, lysozyme-GFP differentiation, flow cytometry | calls only at 10 µM | 1% of 360,000 active | AID 624256;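 active means normalized GFP-positive differentiation at or above the plate's own cutoff, the solvent-only control mean plus 3 SD; inconclusive means no clear call, values can overlap the other calls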;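 further: cells exposed to compound for four days before flow analysis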
Salmonella PhoP GFP = PhoP-dependent GFP reporter repression – Salmonella Typhimurium, primary screen (AID 1863); inhibition, % at 50 µM; hits with a dose series show IC50 in µM; 0.16% of 300,000 active; S. Typhimurium PhoP-regulated promoter GFP reporter, 4 h; higher % means a stronger effect;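 active means inhibition over 29.93%, a cutoff 3 SD above the screen mean, later confirmed by dose response; inconclusive means inhibition over 29.93% but no dose response follow-up; inactive means inhibition at most 29.93% or unconfirmed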;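 further: 0% = low Mg2+ inducing control and 100% = high Mg2+ repressing control; strong numbers were not always called active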
Siah-1 displacement = blockers of Siah-1 interaction with plectin peptide – biochemical, fluorescence polarization, rhodamine-plectin, uHTS, primary screen (AID 1817); Siah-1 / rhodamine-plectin peptide fluorescence polarization; higher % means a stronger effect; displacement, % at 20 µM; hits with a dose series show IC50 in µM; 0.02% of 290,000 active;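 active means displacement of at least 50% at 20 µM, with a fluorescence ratio check between 0.3 and a set limit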;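 further: plate controls were Siah plus tracer with DMSO for no effect and tracer alone without Siah for full effect; strong numbers were not always called active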
GPR35 antagonists = inhibition of zaprinast-stimulated GPR35 beta-arrestin translocation – imaging, U2OS, beta-arrestin-GFP, zaprinast agonist, primary screen (AID 2058). 0.052% of 290,000 active. inhibition, % at 10 µM, or IC50 in µM where a hit was titrated. U2OS GPR35 beta-arrestin-GFP translocation imaging, zaprinast antagonism; higher % means a stronger effect;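 active means inhibition of at least 50% with at least 30 cells and total cytoplasm GFP at most 10,000,000; inconclusive means under 30 cells or total GFP of 10,000,000 plus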
NTR1 ag cell count 20 µM = also measured in NTR1 ag; calls as there; cell count; measured here: cell count, cytotoxicity flag
Myeloid diff MLP GFP+ MAC1+ % = second read-out of Myeloid diff MLP, no call of its own (marks repeat the call); GFP+ MAC1+ double positive, %; measured here: differentiation confirmed by MAC1 staining
Active calls of the source: *; i = inactive; ? = inconclusive; / = not tested or not shown. Not a hit list; overall some 2.4% were active at least once.

SMILES	GPR55 LPI antagonism	LYP inhibition	NTR1 ag	NTR1 ag cell count 20 µM	HIV fusion peptide	Rac1 GTP hydrolysis	Myeloid diff MLP	Myeloid diff MLP GFP+ MAC1+ %	Salmonella PhoP GFP	Siah-1 displacement	GPR35 antagonists
COCC(C)n1c(C)cc(C(=O)CSc2ncccn2)c1C (configuration not stated)	14%	-5%	1.8	53	-0.9%	8%	i	0.5	-13%	7%	1%
CCN(CC)S(=O)(=O)c1cc(C(=O)Nc2ccncc2)ccc1Cl	20%	1%	1.2	53	-2.0%	-1%	i	1.6	0%	-2%	14%
Cc1cc(=O)n2nc(N3CCC(C(=O)Nc4c(F)c(F)c(F)c(F)c4F)CC3)sc2n1	8%	2%	-0.7	70	-1.0%	7%	i	5.3	-2%	-2%	-3%
Cc1nc(N/N=C/c2ccc(O)cc2)c2cnn(-c3ccccc3)c2n1	12%	11%	20	31	-2.5%	30%	i	0.6	-7%	3%	4%
O=C(CSc1nnc(-c2ccc(F)cc2)o1)N1CCN(C(=O)c2ccco2)CC1	5%	-7%	-1.1	48	-2.0%	13%	?	/	-1%	-3%	-11%
O=C(O)c1cccc(-n2nnnc2SCc2ccccc2Cl)c1	-11%	-5%	-0.7	36	1.2%	12%	i	0.9	-1%	1%	13%
Nc1cccc(-c2cc(-c3ccccc3)nc(-c3cccc(N)c3)n2)c1	8%	-3%	13	49	2.3%	2%	i	0.4	16%	2%	-18%
COCC(=O)N1CCC(Oc2ccc(C(=O)N[C@H](C(=O)OC)C(C)C)cc2)CC1	4%	-8%	1.3	58	1.6%	6%	i	0.3	-6%	-2%	9%
Cc1ccc(Cn2c(O)c(N=NC(=S)Nc3ccccc3F)c3cc(S(=O)(=O)N4CCOCC4)ccc32)cc1	-1%	0%	/	/	-1.9%	-5%	i	0.7	0%	-11%	5%
Cc1ccc(S(=O)(=O)N=S(CC2CC2(Cl)Cl)CC2CC2(Cl)Cl)cc1 (configuration not stated)	11%	-4%	1.9	76	3.5%	7%	i	4.6	-6%	2%	2%
Cc1cc(C)c(S(=O)(=O)N2CCCOC2CNC(=O)C(=O)NCc2cccs2)c(C)c1 (configuration not stated)	2%	-4%	-1.7	32	-1.3%	5%	i	0.8	0%	-5%	-6%
COC(=O)c1cccc(NC(=O)c2cc3ccccc3o2)c1	-4%	-5%	3.5	75	1.1%	7%	i	0.4	-6%	-1%	-6%
Cc1ccc2c(c1)nnn2C1CCN(C(=O)NC23CC4CC(CC(C4)C2)C3)CC1	18%	-6%	-1.1	90	2.4%	/	/	/	-1%	0%	-1%
Cc1c(-c2ccccc2)oc2nc3c(c(=O)n(C)c(=O)n3C)n12	9%	-8%	/	/	1.1%	/	/	/	/	-3%	1%
COCCN(C(=O)CSc1nnc2cc(C)c3ccccc3n12)c1c(N)n(Cc2ccccc2)c(=O)[nH]c1=O	17%	-2%	1.1	62	-0.7%	-8%	i	0.5	-10%	-2%	2%
COc1ccc(C(=O)Nc2ccccc2C(=O)N/N=C/c2ccccc2OC)cc1	12%	8%	0.4	80	-1.2%	5%	i	1.8	6%	2%	8%
COC(=O)C1=C(CCc2ccccc2)NC(=O)NC1c1ccc(Br)cc1 (configuration not stated)	1%	-5%	2.5	88	0.2%	2%	i	1.3	/	5%	-2%
O=C(CCCn1c(=S)[nH]c2cc3c(cc2c1=O)OCO3)N1CCN(c2ccc(Cl)cc2)CC1	0%	0%	11	104	3.8%	12%	i	0.9	0%	2%	-13%
CCN(C(=O)CCN1C(=O)c2ccccc2C1=O)C1CCCCC1	-5%	-7%	0.4	50	-0.5%	4%	i	2.1	-3%	0%	-1%
O=c1[nH]cc(I)cc1I	-8%	-6%	-0.3	90	-0.5%	10%	i	0.9	-4%	1%	-4%
O=C(O)c1cc(S(=O)(=O)N2CCCC2)ccc1Br	10%	-9%	-2.8	57	1.6%	8%	i	5.7	-2%	3%	4%
Cc1c(O)ccc2c(=O)c(-c3nncn3-c3ccccc3)coc12	3%	-7%	-1.3	32	-1.1%	-1%	i	0.4	-1%	6%	-8%
CSc1cccc(NC(=O)CN(C)S(=O)(=O)c2ccccc2)c1	16%	-8%	-1.6	53	-0.2%	0%	i	13	-9%	0%	0%
Cc1ccccc1OCCC(=O)N1CCN(S(=O)(=O)c2ccc(F)cc2)CC1	4%	-8%	0.1	66	-0.7%	7%	i	0.4	-2%	-3%	-4%
O=C(COC(=O)c1cc(Cl)ccc1O)NCCNC(=O)COC(=O)c1cc(Cl)ccc1O	11%	-11%	-2.5	48	-0.8%	6%	i	0.3	5%	13%	22%
Going on with the list:
SMILES	GPR55 LPI antagonism	LYP inhibition	NTR1 ag	NTR1 ag cell count 20 µM	HIV fusion peptide	Rac1 GTP hydrolysis	Myeloid diff MLP	Myeloid diff MLP GFP+ MAC1+ %	Salmonella PhoP GFP	Siah-1 displacement	GPR35 antagonists
CCN1C(=O)C(CC(=O)Nc2c(C)cccc2C)Nc2cc(S(=O)(=O)N(C)C)ccc21 (configuration not stated)	-6%	-4%	1.2	57	-2.3%	10%	i	1.0	8%	0%	9%
O=C(Nc1ccccc1)c1nnsc1S(=O)(=O)c1ccc(Cl)cc1	4%	-4%	6.0	56	3.8%	14%	i	1.7	4%	-8%	17%
CCCc1cc(=O)[nH]c(SCC(=O)N2CCN(c3ccc(F)cc3)CC2)n1	0%	-13%	1.6	59	0.0%	8%	i	0.2	11%	-5%	-2%
O=[N+]([O-])c1ccc(Sc2cccc3cccnc23)c([N+](=O)[O-])c1	8%	-2%	15	90	-0.6%	38%	/	/	-17%	-7%	-14%
CCOC(=O)c1ccc(N=Cc2nc3ccccc3n2C)cc1	9%	-6%	2.3	65	-2.7%	-2%	i	8.6	3%	0%	-5%
Cc1ccc(N2CC(NC(=O)N3CCN(C(=O)c4ccco4)CC3)CC2=O)cc1 (configuration not stated)	/	/	0.4	47	/	2%	i	1.0	-6%	/	/
COC(=O)c1ccc(OC(=O)CCN2C(=O)C3C4c5ccccc5C(c5ccccc54)C3C2=O)cc1 (configuration not stated)	0%	4%	19	64	0.0%	7%	i	0.6	3%	6%	-5%
COC(=O)c1ccccc1N(C)C(=O)C12CCC(C)(C(=O)O1)C2(C)C (configuration not stated)	-10%	-7%	-1.7	35	1.8%	2%	i	1.0	0%	6%	8%
CCOc1ccc(S(=O)(=O)NCCC(=O)NCc2ccncc2)cc1	/	/	0.2	68	/	13%	i	1.9	6%	/	/
CCC(C)(C)n1nnnc1C(c1ccc(OC)c(OC)c1)N1CCN(C(=O)c2ccco2)CC1 (configuration not stated)	5%	3%	-1.1	51	1.8%	-1%	i	2.7	-8%	3%	-1%
O=C(NNS(=O)(=O)c1ccc(F)cc1F)C1Cc2c(ccc3ccccc23)O1 (configuration not stated)	17%	-3%	0.1	75	0.6%	-3%	i	1.6	-14%	2%	-11%
COc1ccc(-c2[nH]ncc2-c2ccc(Cl)cc2)c(O)c1	0%	-2%	4.9	48	0.1%	12%	i	0.5	15%	-1%	-16%
COc1ccc(-c2nsc3c(N4CCCCC4C)ncnc23)cc1 (configuration not stated)	-11%	0%	8.4	39	0.6%	-6%	i	0.3	5%	2%	15%
Cc1ccc2nc(SCC(=O)N3CCCC3)[nH]c2c1	-9%	-8%	1.1	64	12%	6%	i	6.8	-9%	-1%	-8%
COc1ccc2oc(=O)c(-c3csc(Nc4ccc(O)cc4)n3)cc2c1	-10%	-8%	31	42	13%	30%	i	2.4	8%	7%	14%
COc1ccccc1C(=O)COC(=O)CCCN=C1NS(=O)(=O)c2ccccc21	/	/	1.0	71	/	8%	i	0.8	-6%	/	/
O=C(NCCCN1CCOCC1)c1ccc(Cl)c(S(=O)(=O)N2CCCCCC2)c1	-1%	-5%	0.1	59	-0.3%	1%	i	1.4	-4%	1%	3%
COc1cccc(CN2CCN(c3ccc(F)cc3)C2=O)c1	1%	-6%	0.9	56	-0.4%	8%	i	0.2	9%	-3%	7%
O=C(O)c1cccc(N/N=C(\N=Nc2ccccc2)c2ccccc2)c1	/	/	2.9	62	/	2%	i	1.2	-4%	/	/
CC(C)c1cccc(C(C)C)c1NC(=O)COC(=O)c1ccc(OCC(=O)Nc2cccc(C(F)(F)F)c2)cc1	10%	-2%	1.2	72	0.6%	3%	i	1.3	11%	7%	-13%
Cc1cc(C)n(-c2nnc(C)n2/N=C/c2ccc(O)cc2)n1	17%	-1%	-1.2	87	-0.9%	3%	i	0.1	-4%	-9%	-9%
COc1cc(C2C(C#N)=C(N)Oc3c2c(-c2ccccc2)nn3-c2ccccc2)cc(OC)c1OC (configuration not stated)	-13%	10%	1.3	50	37%	15%	i	0.7	-11%	7%	7%
COc1ccc(C(=O)n2nc(C)c(Br)c2C)cc1	-6%	-4%	-1.0	82	-1.9%	6%	i	0.6	3%	0%	31%
c1cncc(-c2nc(NCCCn3ccnc3)c3ccccc3n2)c1	5%	0%	-0.5	44	-1.8%	-7%	i	0.1	3%	1%	-12%
Cc1ccc(/C(N)=N/OC(=O)Cc2cccc3ccccc23)cc1	9%	0%	1.1	98	3.1%	-8%	i	0.5	-2%	0%	6%
(next part)
SMILES	GPR55 LPI antagonism	LYP inhibition	NTR1 ag	NTR1 ag cell count 20 µM	HIV fusion peptide	Rac1 GTP hydrolysis	Myeloid diff MLP	Myeloid diff MLP GFP+ MAC1+ %	Salmonella PhoP GFP	Siah-1 displacement	GPR35 antagonists
COc1ccc(-n2nc3c(c2NC(=O)CBr)CSC3)cc1	-7%	-7%	0.1	76	1.2%	-22%	i	4.0	3%	5%	11%
Cc1ccc(OCC(=O)N2CCc3ccccc32)c([N+](=O)[O-])n1	-5%	-7%	2.7	54	0.6%	3%	i	0.6	0%	-2%	0%
Cc1cc(C)c2sc(N(CCCN(C)C)C(=O)c3ccc(S(=O)(=O)N(C)C4CCCCC4)cc3)nc2c1	/	/	26	75	/	4%	i	0.7	0%	/	/
O=C(NCC(=O)N1CCc2ccccc2C1)c1ccccc1Cl	10%	-7%	/	/	0.2%	/	i	0.7	13%	-3%	7%
O=C(Nc1ccc(Cl)cc1)ON=C1CCCC1	9%	-3%	2.4	67	-1.5%	-4%	i	1.4	-7%	7%	13%
Cc1ccccc1NC(=O)NCCCN1CCN(C)CC1	-4%	-5%	-0.1	82	0.8%	10%	i	0.9	-2%	-3%	-6%
FC(F)(F)c1cccc(CN2CCSCC2)c1	2%	-11%	2.6	41	-0.2%	19%	i	0.3	-1%	3%	-7%

High-throughput results (PubChem)
